PP1 counter: blocks human PP1-alpha phosphatase, a PP5 counter-screen; purified PP1alpha, OMFP fluorescence; P62136; 320,000 tested, 0.9% active; inhibition, % at 6.7 µM;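 active = inhibition above the mean inhibition of all tested compounds plus 3 SD, computed separately for each screening campaign, cut at about 15% in these data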
TPT1 inh: inhibitors of Candida albicans tRNA 2'-phosphotransferase TPT1 | recombinant caTPT1, FP RNA substrate dephosphorylation | 300,000 tested, 0.81% active | inhibition, % at 5 µM;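 active = inhibition above the mean of all tested compounds plus 3 SD, set per screening campaign, cut at about 24% in these data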;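 also: plate controls were DMSO alone for no effect and ferristatin control at 100 nM for full effect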
core dimer inh: HCV core protein dimerization inhibition; 300,000 tested, 0.33% active; inhibition, % at 5 µM; AID 1899; TR-FRET GST/Flag-core106 dimerization, 1536-well;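 active = inhibition above the mean of all tested compounds plus 3 SD, set per screening campaign, cut at about 45% in these data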
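System: GST-tagged and Flag-tagged HCV core protein residues 1-106 / Input: core106 proteins, GST 13.5 nM and Flag 17 nM / Buffer or medium: KF-containing HEPES buffer, pH 7.45, DTT, CHAPS, BSA / Probe or stimulus: Eu-anti-GST and XL665-anti-Flag labelled anti-tag antibodies / Schedule: 4 h, 22.5 °C incubation / Technique: TR-FRET 671 and 617 nm emission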
proCasp7 act: activates human procaspase-7, counter-screen for procaspase-3 activators. P55210. recombinant procaspase-7, Ac-DEVD-pNA absorbance 405 nm; D23A/D198A/D206A triple mutant, cannot self-cleave; scale: DMSO 0, 5 µM enzyme 100. activation, % at 8.5 µM. 330,000 tested, 0.093% active;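 active = percent activation above the screen-wide mean plus 3 SD, cut at about 25% in these data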
Target sequence (P55210 whole entry D23A/D198A/D206A): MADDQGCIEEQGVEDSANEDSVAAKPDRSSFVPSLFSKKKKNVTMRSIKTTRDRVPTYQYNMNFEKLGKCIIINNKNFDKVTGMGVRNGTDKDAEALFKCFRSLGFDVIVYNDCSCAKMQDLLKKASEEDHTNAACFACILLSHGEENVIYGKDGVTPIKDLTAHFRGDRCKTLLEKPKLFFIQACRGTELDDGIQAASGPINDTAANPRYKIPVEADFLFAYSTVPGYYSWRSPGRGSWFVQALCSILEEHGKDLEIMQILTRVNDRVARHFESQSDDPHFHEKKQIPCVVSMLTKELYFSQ
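Assay system – Uncleavable procaspase-7 mutant enzyme · Quantity – 2 µM procaspase-7 mutant as dispensed · Times – 1 h preincubation, 2 h reaction · Dosing – single nominal 8.5 µM compound dose, 0.8% DMSO final · Buffer or medium – Zinc-free 50 mM HEPES buffer, pH 7.4, with NaCl and Triton X-100 · Detection – Epi-absorbance of released pNA at 405 nm, two timepoints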
PP5 inh: blocks human protein phosphatase 5 activity; 320,000 tested, 0.18% active; purified PP5c, OMFP substrate fluorescence; inhibition, % at 6.7 µM; P53041; AID 1987;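 active = inhibition above the campaign's mean inhibition across all tested compounds plus 3 SD, cut at about 9.5% in these data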;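 also: 0% = DMSO only and 100% = 100 µM cantharidin control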
Target sequence (P53041 whole entry, looked up): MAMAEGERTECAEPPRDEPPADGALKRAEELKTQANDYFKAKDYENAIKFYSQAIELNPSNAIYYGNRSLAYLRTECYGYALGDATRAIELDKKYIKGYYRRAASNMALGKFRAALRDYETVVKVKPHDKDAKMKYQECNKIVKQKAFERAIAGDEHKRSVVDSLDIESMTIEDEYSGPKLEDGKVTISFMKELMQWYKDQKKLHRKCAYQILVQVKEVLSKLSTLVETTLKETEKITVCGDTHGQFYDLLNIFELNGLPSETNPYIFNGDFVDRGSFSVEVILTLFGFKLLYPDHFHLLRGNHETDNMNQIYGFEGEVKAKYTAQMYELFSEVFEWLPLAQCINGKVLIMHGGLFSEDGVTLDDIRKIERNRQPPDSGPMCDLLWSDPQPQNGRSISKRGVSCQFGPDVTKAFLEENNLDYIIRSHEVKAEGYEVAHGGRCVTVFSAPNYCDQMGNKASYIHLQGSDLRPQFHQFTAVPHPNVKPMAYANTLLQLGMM
proCasp3 act: activators of human procaspase-3; P42574; recombinant procaspase-3 D3A, Ac-DEVD-pNA absorbance 405 nm; AID 463141; activation, % at 8.5 µM; 330,000 tested, 0.11% active;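 active = activation above the mean of all tested compounds plus 3 SD, cut at about 21% in these data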;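 also: 0% = DMSO alone and 100% = DMSO wells spiked with extra 5 µM PC-3 D3A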
Target sequence (P42574 whole entry D9A/D28A/D175A): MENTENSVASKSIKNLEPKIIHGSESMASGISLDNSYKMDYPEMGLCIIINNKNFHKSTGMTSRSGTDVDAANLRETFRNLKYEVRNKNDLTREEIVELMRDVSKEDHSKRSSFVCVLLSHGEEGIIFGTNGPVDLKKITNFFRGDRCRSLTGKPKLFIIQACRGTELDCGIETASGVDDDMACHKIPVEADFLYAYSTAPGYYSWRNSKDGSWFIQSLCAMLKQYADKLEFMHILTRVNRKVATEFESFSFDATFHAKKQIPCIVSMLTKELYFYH
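Compound: 8.5 µM single point, 0.8% DMSO / Material: Autoprocessing-dead procaspase-3 D3A mutant enzyme / Timing: 1 h preincubation plus 2 h reaction at 25 °C / Medium: Zinc-free HEPES/NaCl buffer with 0.01% Triton X-100 at pH 7.4 / Technique: 405 nm absorbance of p-nitroaniline, reads at 0 and 120 min / Repeats: one well per compound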
PAFAH2 FP inh: PAFAH2 (human) inhibition; inhibition, % at 3.39 µM; 340,000 tested, 0.99% active; recombinant PAFAH2, FP-rhodamine activity probe, fluorescence polarization; Q99487;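 active = inhibition above the mean over all tested compounds plus 3 SD, cut at about 30% in these data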;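 also: inhibitors block probe labeling of enzyme so polarization drops; 0% = enzyme with DMSO and 100% = wells lacking PAFAH2 protein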
Fh CTSL1 inh: cathepsin L1 inhibition, PFM18AAP counter-screen; 300,000 tested, 0.49% active; AID 1906; inhibition, % at 5.96 µM; recombinant F. hepatica cathepsin L1, Z-Leu-Arg-MCA fluorescence;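 active = inhibition above the mean of all tested compounds plus 3 SD, set per screening campaign, cut at about 17% in these data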;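 also: 0% = plate median of test compound wells and 100% = 1 µM Z-Phe-Ala-diazomethylketone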
AHR activator: human AHR activation; P35869; AHR-responsive luciferase reporter cells, luminescence; activation, % at 5 µM; 320,000 tested, 2.5% active; in the data active = activation above about 47%;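 also: 0% = vehicle wells and 100% = reference agonist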
* = called active by the depositor; · = no result given. This is a random part of the collection; 5.6% or so of the library scored in one or more.

The opening 2 entries as a preview:
SMILES	PP1 counter	TPT1 inh	core dimer inh	proCasp7 act	PP5 inh	proCasp3 act	PAFAH2 FP inh	Fh CTSL1 inh	AHR activator
CN(C)S(=O)(=O)c1ccc(C(=O)Nc2cccc(C(=O)N3CCOCC3)c2)cc1	0	-3	-4	10	0.6	14	-7	-2	-1
Cc1cc(C)nc(SC2CC(=O)N(c3ccc(Cl)cc3)C2=O)n1 (stereo unspecified)	0	-1	2	-6	-1.9	-20	1	5	-1

All compounds of this part, from the start:
SMILES	PP1 counter	TPT1 inh	core dimer inh	proCasp7 act	PP5 inh	proCasp3 act	PAFAH2 FP inh	Fh CTSL1 inh	AHR activator
CN(C)S(=O)(=O)c1ccc(C(=O)Nc2cccc(C(=O)N3CCOCC3)c2)cc1	0	-3	-4	10	0.6	14	-7	-2	-1
Cc1cc(C)nc(SC2CC(=O)N(c3ccc(Cl)cc3)C2=O)n1 (stereo unspecified)	0	-1	2	-6	-1.9	-20	1	5	-1
CCCNC(=S)N1CCC(NC(=O)c2cccc(C)c2)CC1	-1	0	1	0	0.8	-3	1	-7	-1
O=C(CNCc1ccccc1Cl)Nc1ccc(C(=O)N2CCCCC2)cc1	3	-3	-2	-1	-3.9	-7	-1	2	2
CCCc1[nH]nc2c1C(C1CCCCC1)C(C#N)=C(N)O2 (stereo unspecified)	1	-3	16	-13	1.9	6	-2	1	10
Cc1cc(-c2nnc(CCC(=O)NCc3ccc(OC(F)(F)F)cc3)o2)no1	0	-4	-10	2	5.0	5	1	-1	3
CCN1C(=O)/C(=C/C=C2/CCCN2C)OC1=S	0	78*	-11	-15	3.7	-15	6	6	22
O=C(COc1ccccc1)NC1CCS(=O)(=O)C1 (stereo unspecified)	-1	-3	-14	2	3.4	7	-3	-1	-3
O=C(CSc1nnnn1C1CCCCC1)Nc1ccc2c(c1)OCO2	-3	2	2	-1	2.3	7	8	-4	20
Cc1ccc(-c2cc(C(=O)N3CCCC3)no2)cc1	-1	-1	-6	5	-0.5	-4	4	1	-5
CC(C)C(=O)NC(c1ccc([N+](=O)[O-])cc1)c1c(O)ccc2ccccc12 (stereo unspecified)	-10	-2	-4	-18	4.2	-1	-5	4	6
CCOc1c([N+](=O)[O-])cc2c(C)c(C(=O)N3CCN(C)CC3)oc2c1OCC	0	2	-4	16	0.6	-1	-3	1	6
Cn1cnnc1SC1CCCCC1NS(=O)(=O)c1ccc(Cl)cc1 (stereo unspecified)	-3	0	0	14	0.3	0	0	-2	0
Cc1ccc(NC(=O)COC(=O)c2cc(Cl)ccc2[N+](=O)[O-])c(C)c1	-4	-1	4	-2	0.4	-1	17	-5	-1
CC(C(=O)NCc1ccccc1Cl)N1C(=O)c2ccccc2C1=O (stereo unspecified)	-2	-1	3	9	0.2	13	9	-1	-2
O=C(CNC(=O)c1ccc2c(c1)OCCO2)N/N=C/c1cccc(Br)c1	1	1	1	2	0.9	3	8	-3	-3
CCCCn1c(SCC(=O)NCc2ccc(OC)c(C(=O)O)c2)nc2cc(S(N)(=O)=O)ccc21	-6	5	1	4	-0.4	10	4	0	-1
CCCN1C(=O)/C(=C/c2ccncc2)SC1=S	1	0	0	-10	0.7	-10	2	-1	0
COCCCNC(=O)C1CC(=O)N(CCc2ccc(OC)c(OC)c2)C1 (stereo unspecified)	-3	-1	-5	11	1.5	2	-3	3	0
[O-][n+]1c2ccccc2[n+]([O-])c2cc(O)ccc21	1	-13	-74	-8	3.2	-2	13	0	27
CCN(C(=O)COC(=O)c1ccc(OC)c(S(=O)(=O)N(C)Cc2ccccc2)c1)C1CCS(=O)(=O)C1 (stereo unspecified)	-2	2	0	5	-0.6	3	-2	-3	0
Fc1cccc(C2NN=C(c3ccccc3)S2)c1 (stereo unspecified)	0	-5	-1	7	-0.1	-4	-3	-4	17
FC(F)(F)c1cccc(N2CCN(C(=S)NCC3CCCO3)CC2)c1 (stereo unspecified)	0	0	5	3	5.0	8	3	2	3
CC1Cc2ccccc2N1S(=O)(=O)c1cccc(C(=O)NCCCO)c1 (stereo unspecified)	-1	-5	-5	2	-1.1	3	-3	4	0
CCOC(=O)C1C2C=CC3(CN(c4ccccc4CC)C(=O)C13)O2 (stereo unspecified)	-8	-5	2	-3	1.7	-2	-1	0	7

Profiles as entered above. Screens in order: PP1 counter | TPT1 inh | core dimer inh | proCasp7 act | PP5 inh | proCasp3 act | PAFAH2 FP inh | Fh CTSL1 inh | AHR activator
Cc1cc(C)nc(SC2CC(=O)N(c3ccc(Cl)cc3)C2=O)n1 (stereo unspecified) as listed: 0 | -1 | 2 | -6 | -1.9 | -20 | 1 | 5 | -1
CC1Cc2ccccc2N1S(=O)(=O)c1cccc(C(=O)NCCCO)c1 (stereo unspecified) as listed: -1 | -5 | -5 | 2 | -1.1 | 3 | -3 | 4 | 0
CCCN1C(=O)/C(=C/c2ccncc2)SC1=S as listed: 1 | 0 | 0 | -10 | 0.7 | -10 | 2 | -1 | 0

Later entries.
SMILES	PP1 counter	TPT1 inh	core dimer inh	proCasp7 act	PP5 inh	proCasp3 act	PAFAH2 FP inh	Fh CTSL1 inh	AHR activator
CCOc1nc(NCCc2ccc(OC)c(OC)c2)nc(N2CCN(c3ccc(OC)cc3)CC2)n1	0	-1	-1	5	-2.3	2	0	4	9
Cc1ccc(SCc2[nH]nc3c2C2(C(=O)Nc4ccc(F)cc42)C(C#N)=C(N)O3)cc1 (stereo unspecified)	-1	-1	1	10	5.1	-10	1	5	-1
CCC1CCCCN1CCNS(=O)(=O)c1ccc2c(c1)oc(=O)n2C (stereo unspecified)	-3	1	-2	-3	0.4	-2	-4	-3	-2
COc1cccc(C(=O)NNC(=O)c2ccc(NS(=O)(=O)c3cccs3)cc2)c1OC	-3	-2	-3	3	-1.9	3	4	3	4
Cc1csc(SCC(=O)N(C)c2c(N)n(Cc3ccccc3)c(=O)[nH]c2=O)n1	-2	-2	-4	3	-2.5	3	-5	4	1
O=C(O)/C=C\C(=O)Nc1ccc(OC(F)F)cc1	1	-2	1	-1	3.8	-9	2	2	0
Cc1cc2cc(CCNC(=O)c3ccc(Br)o3)c(=O)[nH]c2cc1C	5	-7	4	-17	-1.5	-17	-5	1	17
Cc1ccc(C)c(S(=O)(=O)N2CCN(C(=O)CCNS(=O)(=O)c3ccccc3)CC2)c1	0	1	6	0	1.0	7	5	1	4
CCOC(=O)N1CCN(C(=O)CN(c2ccc(C)cc2)S(=O)(=O)c2c(C)noc2C)CC1	4	0	-5	0	2.5	-2	7	-2	2
CCc1ccc(NC(=O)C(C)OC(=O)c2ccc(N3CCCC3)c([N+](=O)[O-])c2)cc1 (stereo unspecified)	3	-3	10	14	-1.5	-5	-5	6	-1
CCN(CC(=O)Nc1c(F)cccc1F)C(=O)c1cc(S(=O)(=O)N(CC)CC)ccc1N1CCCCC1	-6	0	7	-2	-1.1	10	1	0	2
Cc1onc(-c2ccccc2Cl)c1C(=O)NC(C)c1ccccc1 (stereo unspecified)	-1	3	-3	-3	1.3	-5	-1	1	0
CC(=O)c1ccc(OCCCC(=O)OCC(=O)Nc2ccc3[nH]c(=O)[nH]c3c2)cc1	1	-2	-20	8	-0.6	4	4	-8	4
O=C1C(Cc2ccc(Br)cc2)SC(=Nc2ccccc2)N1c1ccccc1 (stereo unspecified)	1	1	7	14	4.6	5	-2	-2	8
O=C(CC1C(=O)NCCN1Cc1cccc(F)c1)NCCCOc1cccnc1 (stereo unspecified)	-2	-4	-2	4	0.3	-4	1	0	-1
COc1ccc(-c2cc3c(=O)n(CC(=O)N4CCN(C)CC4)ncn3n2)cc1	-2	1	-11	-2	-3.3	1	-4	2	73*
Cc1nc(N2CCOCC2)c2c(C)c(C(=O)Nc3ccccc3Cl)sc2n1	-2	4	11	3	0.1	5	1	-1	3
CC(C)(C)c1ccc(OC(=O)CN2C(=O)C3C4CCC(C4)C3C2=O)cc1 (stereo unspecified)	1	-1	1	-12	1.4	7	-4	2	-4
CCCn1c(SCC(=O)Nc2c(CC)cccc2CC)nnc1C(C)C	-2	5	3	-2	0.2	8	-2	0	2
C[C@H](CO)N1C[C@H](C)[C@@H](CN(C)Cc2ccc(C(=O)O)cc2)Oc2c(NC(=O)c3ccncc3)cccc2C1=O	·	·	·	2	·	-4	4	·	1
COc1ccccc1N(CC(=O)NCC1CCCO1)C(=O)Cn1nnc(-c2cccs2)n1 (stereo unspecified)	-3	2	-7	2	1.4	5	4	-1	0
COCCCNc1nc2c(c(=O)n(Cc3ccc(OC)cc3)c(=O)n2C)n1C	-1	0	1	10	-1.2	9	3	-4	3
CCCONC(=O)Nc1ccccc1[N+](=O)[O-]	2	-5	-7	-16	4.1	-3	3	-1	53*
CCC1=[N+](CC(=O)c2ccc(C)cc2)CCn2c(C)ccc21	3	12	-6	-7	-0.9	-4	0	5	71*
Cc1ccc(C2=NC3(CCCCCC3)NC2=S)cc1	-3	-1	0	5	1.8	3	1	4	3
Other structures follow:
SMILES	PP1 counter	TPT1 inh	core dimer inh	proCasp7 act	PP5 inh	proCasp3 act	PAFAH2 FP inh	Fh CTSL1 inh	AHR activator
Cc1ccc(NC(=O)c2cc3c(CO)cnc(C)c3oc2=Nc2cccc(C(N)=O)c2)cc1	-5	-4	9	1	-0.5	5	-3	0	4
O=C(CNC(=O)c1cccs1)NCC(=O)OCc1ccc(Cl)cc1	1	-4	-2	16	0.4	7	1	-13	0
CCOc1ccccc1-c1nc(C(N)=O)c2[nH]c(=O)n(-c3ccc(F)cc3)c2n1	6	-3	7	-14	2.9	-2	-3	-6	72*
O=C(COC(=O)Cc1ccc(Cl)c(Cl)c1)Nc1ccc2[nH]c(=O)[nH]c2c1	9	3	-4	2	1.8	2	-2	-2	-1
CCOC(=O)C1C(C(=O)OCC)C1(c1ccccc1)c1ccccc1 (stereo unspecified)	6	-3	-11	13	2.4	2	-6	-6	4
CC(=O)NCCC1CCCCN1C(=O)c1cc(COc2cc(C)ccc2C)on1 (stereo unspecified)	-1	3	1	0	-0.1	-1	10	0	6
CCOc1cccc(Nc2ccc([N+](=O)[O-])cn2)c1	-1	2	12	-14	0.9	-5	3	4	11
Cc1ccc(C(=O)c2ccccc2C(=O)OCC(=O)NCC2CCCO2)cc1 (stereo unspecified)	1	-5	0	12	2.1	-1	21	-2	2
COc1ccc(OC)c(NC(=O)CCN2C(=O)c3cccc([N+](=O)[O-])c3C2=O)c1	-4	-1	10	8	3.5	-8	2	-2	-3
CCOC(=O)c1cnn(-c2cccc(Cl)c2)c1N	-2	-2	1	2	-1.5	5	-2	4	-3
Cc1cccc(-c2cccc(NC(=O)C3CCCN(C(=O)c4ocnc4C)C3)c2)c1 (stereo unspecified)	2	1	-15	-4	3.1	-2	-3	0	15
O=C(O)COc1ccccc1/C=N/NC(=O)CSc1nc2ccccc2n1Cc1ccccc1	0	1	15	1	0.4	3	7	0	1
O=C(CNC(=S)N(CCCN1CCOCC1)Cc1cccs1)N1CCCCCC1	-11	2	3	1	2.5	8	5	-3	4
NC(=O)c1cc2ccccc2o/c1=N\NC(=O)c1ccccc1O	-2	-1	-8	2	2.0	7	6	-1	0

Screens: PubChem, The Scripps Research Institute Molecular Screening Center
